# TIM10 inh = growth inhibitors of TIM10 yeast strain; S. cerevisiae TIM10 strain growth, BacTiter-Glo luminescence, 24 h; inhibition, % at 10 µM; actives 1.4% (n = 330,000);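 active means inhibition of 40% or more at the single tested concentration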;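 further: wild-type TIM10 isogenic control strain grown at permissive 25 °C; 0% = DMSO yeast wells and 100% = minimal medium wells without yeast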
# Mdm2 MdmX PPI = inhibitors of human Mdm2/MdmX interaction; SaOS-2 split-luciferase Mdm2/MdmX complementation, luminescence; actives 3% (n = 330,000); inhibition, % at 8 µM; O15151+Q00987; AID 485346;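 active means inhibition of at least 50% at 8 µM in the primary screen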
# Target sequence (O15151 whole entry, looked up): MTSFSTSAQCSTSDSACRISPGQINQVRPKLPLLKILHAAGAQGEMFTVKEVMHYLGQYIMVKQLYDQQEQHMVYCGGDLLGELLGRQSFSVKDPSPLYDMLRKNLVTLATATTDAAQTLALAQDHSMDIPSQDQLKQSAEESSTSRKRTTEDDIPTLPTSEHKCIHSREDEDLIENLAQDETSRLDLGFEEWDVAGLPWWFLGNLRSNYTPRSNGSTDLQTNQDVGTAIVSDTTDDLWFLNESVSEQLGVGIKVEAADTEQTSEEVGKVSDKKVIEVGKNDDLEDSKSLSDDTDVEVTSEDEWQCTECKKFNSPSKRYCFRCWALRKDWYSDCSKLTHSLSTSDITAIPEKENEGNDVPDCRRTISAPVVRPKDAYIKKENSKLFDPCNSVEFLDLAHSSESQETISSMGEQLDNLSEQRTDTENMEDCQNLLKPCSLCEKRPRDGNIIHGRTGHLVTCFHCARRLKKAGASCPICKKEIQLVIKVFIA
# Target sequence (Q00987 whole entry, looked up): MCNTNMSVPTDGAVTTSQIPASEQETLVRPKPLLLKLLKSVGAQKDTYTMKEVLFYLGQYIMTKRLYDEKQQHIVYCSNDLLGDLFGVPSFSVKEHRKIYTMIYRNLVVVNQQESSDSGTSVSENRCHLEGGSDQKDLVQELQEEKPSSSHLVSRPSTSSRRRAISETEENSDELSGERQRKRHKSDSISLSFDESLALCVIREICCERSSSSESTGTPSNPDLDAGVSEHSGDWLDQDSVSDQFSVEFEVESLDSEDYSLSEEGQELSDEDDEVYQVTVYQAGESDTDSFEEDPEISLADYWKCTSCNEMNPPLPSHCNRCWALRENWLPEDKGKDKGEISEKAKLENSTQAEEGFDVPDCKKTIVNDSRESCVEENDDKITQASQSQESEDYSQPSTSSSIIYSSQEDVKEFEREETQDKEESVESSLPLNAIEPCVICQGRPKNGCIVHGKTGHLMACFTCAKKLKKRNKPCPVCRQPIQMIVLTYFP
# NALP3 yeast inh = blocks the NALP3 inflammasome reconstituted in yeast | Yeast reconstituted NLRP3/ASC/caspase-1, beta-gal luminescence, 24 h | inhibition, % at 10 µM | actives 0.39% (n = 330,000) | AID 2825;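 active means inhibition of 50% or more; inactive means inhibition below 50%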;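 further: plate controls were induced DMSO wells for no effect and uninduced yeast grown without galactose for full effect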
# APJ agonist = activates the human apelin receptor APJ; CHO-K1 APJ PathHunter beta-arrestin, luminescence; 0% DMSO wells, 100% apelin; activation, % at 20 µM; actives 0.11% (n = 330,000);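 active means activation more than six SD over the plate average, tested at 20 µM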;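 further: 0% = DMSO alone and 100% = apelin-13 at 10 nM; some results filed as inactive read as strong as hits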
#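 Assay system – PathHunter CHO-K1 APJ (AGTRL-1) beta-arrestin reporter cells · Compound – one dose, 20 µM compound, 1% DMSO · Timing – compound 90 min 25 °C, reagent 1 h · Measured by – luminescence from split beta-galactosidase complementation, Galacton Star/Emerald II substrate · Measure – beta-arrestin recruitment to APJ as agonist activity, luminescent signal · Benchmarks – DMSO vs Apelin-13 10 nM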
# CHOP UPR activ = activators of apoptotic arm of unfolded protein response (CHOP) | CHO-CHOP luciferase reporter, UPR activation, luminescence; percent of tunicamycin response over DMSO baseline | activation, % at 10 µM | actives 0.34% (n = 330,000);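 active means at 10 µM dose, activation of 40% or more, normalized to positive control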;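 further: 100% = tunicamycin at 10 µg/mL and 0% = DMSO alone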
#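 Material: CHO-CHOP cells, stable luciferase reporter of PERK-eIF2a-CHOP signalling; quantity: 500 reporter cells seeded per well; buffer or medium: F12 medium containing 10% fetal bovine serum; compound: one dose, 10 µM in 0.5% DMSO; incubation: 6 h compound treatment, 37 °C; measured by: Steady-Glo luciferase luminescence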
# UPR XBP1 act = adaptive UPR (XBP1) activation | CHO-XBP1 luciferase reporter, IRE1-XBP1 UPR activation, luminescence; percent of tunicamycin response, DMSO as zero | activation, % at 20 µM | actives 0.33% (n = 330,000) | AID 463104;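 active means versus positive control, 20 µM dose yields 30% or more activation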;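 further: 100% = tunicamycin at 10 µg/mL and 0% = DMSO only wells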
#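 Test system: CHO-XBP1 luciferase reporter cells | Buffer or medium: Serum-containing F12 medium, 10% FBS | Schedule: 6 h compound exposure at 37 °C, 5% CO2 | Detection: Steady-Glo luciferase glow luminescence, 10 min after reagent addition | Read-out basis: Activation, % of tunicamycin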
# GRIN3A LBD mod = modulates the human NR3A ligand-binding domain; NR3A LBD differential scanning fluorimetry, Tm shift; 0% = protein alone, 100% = glycine-bound protein; Tm shift relative to glycine control, % at 25 µM; actives 2.5% (n = 340,000);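 active means melting temperature shift of at least 10% of the positive control shift, at one fixed dose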
# tim10-1 inh = growth inhibitors of tim10-1 mutant yeast; S. cerevisiae tim10-1 ts strain growth, BacTiter-Glo, 24 h; inhibition, % at 20 µM; actives 2.2% (n = 330,000);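 active means inhibition of at least 40%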;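 further: mutant grown at 25 °C; 0% = DMSO wells with yeast and 100% = wells holding no yeast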
# tim23-1 inh = growth inhibitors of tim23-1 mutant yeast; S. cerevisiae tim23-1 growth, BacTiter-Glo luminescence, 24 h; inhibition, % at 20 µM; actives 1.3% (n = 330,000);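 active means growth inhibition of the mutant yeast at or above 50%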;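 further: temperature-sensitive mutant grown at 25 °C; plate controls were DMSO-treated mutant yeast for no effect and medium wells lacking yeast for full effect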
# Starred values were filed as active, the others as inactive.
Compound	TIM10 inh	Mdm2 MdmX PPI	NALP3 yeast inh	APJ agonist	CHOP UPR activ	UPR XBP1 act	GRIN3A LBD mod	tim10-1 inh	tim23-1 inh
CCc1cc(-c2[nH]ncc2-c2ccc([N+](=O)[O-])cc2)c(O)cc1OC	32	13	23	2	0.7	-3	29*	21	32
COc1cccc(Nc2nc3ccc(C(=O)c4ccccc4)cc3n3cnnc23)c1	-6	46	10	-1	-0.1	1	-3	-1	-1
COC(=O)c1ccc(N)c(CS(=O)(=O)c2ccc(Cl)cc2)c1	-9	7	7	-2	1.9	-1	0	9	15
CCOC(=O)c1ccc(Nc2cc3ccccc3c(=O)[nH]2)cc1	-3	-29	-2	15	1.0	7	-7	-9	-3
COc1ccc(NS(=O)(=O)c2cc(NC(=O)c3cnccn3)ccc2OC)cc1Br	-1	10	-3	-2	-0.7	-1	-1	9	14
Nc1c([N+](=O)[O-])cc(-c2cnc[nH]2)cc1[N+](=O)[O-]	-4	24	17	4	3.3	1	1	-4	-9
CCN(CC)c1ccc(NC(=O)CN2CCN(c3nc(C)cc(C)n3)CC2)cc1	17	-2	10	0	-3.1	2	-2	31	33
CC(=O)OC1C2CCC1C([N+]1(C)CCCCC1)CC2 (stereo not given)	0	-4	7	-4	-1.4	0	0	0	7
CCCCC(=O)Nc1cccc(NC(=O)CC)c1	6	4	-7	0	2.2	2	0	8	-1
O=C(O)[C@@H]1CCCN1S(=O)(=O)c1cccc(S(=O)(=O)N2CCC[C@H]2C(=O)O)c1	-3	-1	14	9	-2.4	-1	0	-10	2
Cc1ccc(NC(=O)CSc2nccn2C)cc1S(=O)(=O)N1CCOCC1	6	17	20	-2	0.2	-4	1	5	6
CC(C)CCNC(=O)c1cccc(S(=O)(=O)N2CCc3ccccc32)c1	36	-8	4	-2	-0.3	3	-12	19	8
O=C(Cc1ccc(Cl)cc1)NNC(=S)NC(=O)c1cccnc1	20	20	18	-3	-0.1	-3	1	30	-4
O=C(COc1ccc2ccc(=O)oc2c1)Nc1c(Cl)cccc1C(F)(F)F	12	-15	11	5	-2.2	31*	1	14	18
Cc1cccc(NC(=O)c2cc3n(n2)C(C(F)(F)F)CC(C2CC2)N3)c1C (stereo not given)	-15	-12	3	4	3.2	2	-2	7	-3
COc1cccc(N2CC(=O)N(NC(=O)CSc3nc(C)cc(C)c3C#N)CC2=O)c1	10	-27	5	1	3.4	-1	-7	13	14
COC(=O)c1c(NC(=O)Cc2cccs2)sc(C(=O)N2CCCCC2)c1C	4	7	11	-8	4.1	-1	-14	20	26
CN(C1CCS(=O)(=O)C1)S(=O)(=O)c1ccccc1 (stereo not given)	-15	-3	11	-3	1.3	-2	-1	-6	1
NC(=O)C1CCN(C(=O)CCSCc2ccc(Cl)c(Cl)c2)CC1	-8	20	-2	-3	-1.2	-1	1	6	14
CN1CCN(c2ccc(S(=O)(=O)N3CCCCC3)cc2NC(=O)CSCc2ccccc2)CC1	4	6	29	-6	0.8	-2	-2	-13	2

# (next part)
Compound	TIM10 inh	Mdm2 MdmX PPI	NALP3 yeast inh	APJ agonist	CHOP UPR activ	UPR XBP1 act	GRIN3A LBD mod	tim10-1 inh	tim23-1 inh
O=C(Nc1ccc(Cl)cn1)c1ccc(-c2ccc(Cl)c(Cl)c2)o1	-8	22	8	-4	0.4	-9	0	-12	-35
O=C(O)c1ccc2c(c1)N(Cc1cccc(F)c1)C(=O)CS2	1	14	14	-1	-0.5	0	0	-15	-5
C/C(=N\O)C(=O)NCc1ccncc1	5	4	16	0	-3.6	-1	1	-5	-10
O=C(Nc1cccc(S(=O)(=O)N2CCCCCC2)c1)c1ccc2c(c1)OCO2	23	28	12	-1	0.5	1	-3	36	22
CN1CCN(C(=O)/C(=C/c2ccccc2)c2ccccc2)CC1	-14	25	9	-4	-0.2	0	-1	13	-41
COc1ccc(NC(=O)c2ccc(-n3cccn3)nc2)cc1	12	4	9	-4	1.7	0	-7	7	-7
Cc1cc(SCC(=O)NC(=O)c2cccn2C)nc2ccccc12	-2	4	6	-3	-0.8	-3	-1	11	34
COC(=O)CSc1ccc(S(=O)(=O)N2CCCCCC2)cc1[N+](=O)[O-]	5	5	11	-1	-1.1	-3	-1	6	4
CCC1CCC(NC2CCCCNC2=O)CC1 (stereo not given)	2	5	11	-1	0.8	-2	1	9	-1
C/C(=N\N=C(/N)c1nonc1N)c1ccc2c(c1)OCO2	0	-64	20	0	4.0	5	0	16	10
COc1ccc(-c2nc(CS(=O)CC(=O)N3CCN(C)CC3)c(C)o2)cc1 (stereo not given)	1	23	7	3	1.2	-7	1	-6	-3
COc1ccc(-c2nn(-c3ccccc3)cc2C(=O)NC2CCC(C)CC2)cc1 (stereo not given)	-1	28	20	-5	3.4	17	-5	7	6
O=C(O)C(CC1CCCCC1)N1CCS(=O)(=O)CC1 (stereo not given)	1	10	31	-1	1.1	0	1	-5	1
O=C(CSc1ccccc1)Nc1cc(S(=O)(=O)N2CCOCC2)ccc1N1CCOCC1	-6	14	11	-2	1.0	-7	-1	10	11
COc1ccc(N(C(=O)c2cc3ccccc3oc2=O)C2C=CS(=O)(=O)C2)c(OC)c1 (stereo not given)	16	13	-4	-2	-0.3	0	-1	12	5
CCC(=O)Nc1ccc(S(=O)(=O)Nc2ccc(Cl)nn2)cc1	7	-8	9	-5	-0.6	-3	-2	9	14
CN(c1ccccc1)S(=O)(=O)c1ccc(Cl)c(C(=O)NCC(c2ccco2)N2CCCC2)c1 (stereo not given)	11	-2	9	-1	0.0	-2	1	16	28
COc1ccc(/C=C/C(=O)c2ccc(O)cc2)cc1CN1CCOCC1	7	12	24	0	-0.6	-2	-1	15	23
O=C(Nc1cccnc1)c1cccc(S(=O)(=O)N2CCCC2)c1	4	-7	15	1	-0.7	-3	-4	1	10
CC(=O)C1=C(C)N(CC2CC2)C(=O)N[C@H]1c1ccccc1	4	-3	9	-1	2.0	2	-1	-6	5

# Carrying on:
Compound	TIM10 inh	Mdm2 MdmX PPI	NALP3 yeast inh	APJ agonist	CHOP UPR activ	UPR XBP1 act	GRIN3A LBD mod	tim10-1 inh	tim23-1 inh
CN1CCC(=NNC(=O)CN(c2cccc([N+](=O)[O-])c2)S(=O)(=O)c2ccccc2)CC1	5	8	5	1	0.5	-2	-5	9	14
CS(=O)(=O)N(CC(=O)Nc1ccccc1C(=O)NCc1ccco1)c1ccccc1F	10	14	21	-1	-2.5	4	1	1	13
Cc1ccc(Sc2ccc(/C=N/O)cc2[N+](=O)[O-])cc1	6	40	4	-4	-2.0	-1	-18	31	8
CC1CCCCN1CC(=O)NC(=O)NCc1ccccc1 (stereo not given)	4	15	-1	-1	1.2	1	0	0	3
Cn1cnc(S(=O)(=O)N2CCN(C(c3ccccc3)c3ccccc3)CC2)c1	-6	3	5	-6	0.9	-3	-3	-41	-21
O=C(Nc1ccc(F)cc1)c1ccc2c(=O)n(CC3CCCO3)c(=S)[nH]c2c1 (stereo not given)	-22	13	1	3	4.3	1	-9	-26	-6
COCCCNC(=O)Cn1cc(C(=O)c2cccs2)c2ccccc21	5	11	-7	-3	2.3	-1	0	-12	6
Cc1nc2cc(NS(=O)(=O)c3c(C)c(C)cc(C)c3C)ccc2s1	30	2	11	-1	-1.0	-1	-15	42*	29
CCn1c(Cc2cccs2)nnc1SCC(=O)c1ccc(C)cc1	11	-14	10	-4	3.5	2	11*	23	27
CC(=O)NCc1ccc(C(=O)COC(=O)COc2ccccc2)s1	-7	31	18	1	0.9	0	0	-6	-3
CCn1c2nc(SCCN3CCOCC3)nnc2c2cc(C)cc(C)c21	13	16	14	1	-2.0	0	0	38	29
CSc1sc(C)cc1C1C(C#N)=C(N)N(c2cccnc2)C2=C1C(=O)CC(C)(C)C2 (stereo not given)	0	33	17	2	-1.4	-3	6	3	5
CCOC(=O)c1c(CN(C)C)n(-c2ccccc2)c2cc(Br)c(O)cc12	4	18	16	-5	2.2	6	-1	10	17
COc1ccc(-n2nc([N+](=O)[O-])c(=NCc3ccco3)n2O)cc1	25	-10	14	10	3.7	3	-1	21	11
CS(=O)(=O)c1ccc(C(=O)N2CCN(C(=O)c3ccco3)CC2)cc1	-2	4	4	-4	1.2	1	3	-5	-2
O=S(=O)(NCCc1ccccc1)c1ccccc1	-6	12	8	-4	-1.8	2	1	28	-4
Cc1nn(-c2ccccc2)c2c1C(c1ccc(F)cc1)C(C#N)=C(N)O2 (stereo not given)	22	4	-6	-3	1.2	0	-4	24	30
Cc1ccc(-c2cn3nc(-c4ccccc4)c(-c4ccccc4)nc3n2)cc1	22	-6	-18	-1	4.0	-1	1	15	7
CN(C)S(=O)(=O)c1ccc(-n2cccc2)cc1	1	-12	12	-4	-0.1	-2	-14	5	19
CCOc1ccc(CNc2ccc3c(c2)nc(C)n3C)cc1	0	-23	12	-2	4.2	-2	-2	-2	-11

# More records
Compound	TIM10 inh	Mdm2 MdmX PPI	NALP3 yeast inh	APJ agonist	CHOP UPR activ	UPR XBP1 act	GRIN3A LBD mod	tim10-1 inh	tim23-1 inh
CCS(=O)(=O)c1ccc2oc(SCC(=O)c3c(N)n(C4CC4)c(=O)[nH]c3=O)nc2c1	-9	19	10	-2	-1.3	-1	-3	-2	-7
CCOC(=O)c1[nH]c(C)c(C(=O)OC(C)C(=O)Nc2ncc(Cl)cc2Cl)c1C (stereo not given)	12	47	-9	-4	0.4	1	2	23	9
COc1ccc(NC(=S)N2CCC(Cc3ccccc3)CC2)cc1OC	19	11	10	5	1.0	-8	-1	33	24
O=C(CSc1nc2cc([N+](=O)[O-])ccc2n1-c1ccc(F)cc1)NC1CCS(=O)(=O)C1 (stereo not given)	-8	-5	0	-3	5.8	-1	-8	22	-1
O=C(NCCc1c[nH]c2ccccc12)C(=O)NCC1OCCCN1S(=O)(=O)c1ccc(F)cc1 (stereo not given)	23	27	3	3	-1.4	-3	-6	20	11
COc1ccc(NC(=O)CN2C(=O)COc3ccccc32)cc1OC	-8	17	26	-4	1.8	-5	-1	9	5
CC1CCCCC12NC(=O)N(CC(=O)OCC(=O)c1ccc(OC(F)F)cc1OC(F)F)C2=O (stereo not given)	-5	3	9	-6	0.2	-7	5	-19	-13
N#CCCCSc1nnc(CSc2nc3ccccc3s2)n1-c1ccccc1	20	8	15	0	-1.4	-5	-2	29	17
O=S(=O)(CC(c1ccccc1)N1CCCCC1)c1ccc(Cl)cc1 (stereo not given)	22	4	20	2	-0.1	4	-3	18	21
CCCCn1nnnc1SCC(=O)Nc1cccc(C)n1	13	5	-10	0	0.9	0	0	16	15

# Compound activity from PubChem BioAssay.
